GalR3 antagonist: GalR3 antagonists in HEK293 cells, primary screen, cell-based, fluorescence readout. Galanin receptor type 3 (Homo sapiens), O60755. HEK293 GalR3-CNG cAMP membrane potential fluorescence; galR3 body fused to GalR1 C-terminus. inhibition, % at 3 µM. actives 0.44% (n = 360,000). AID 651719, 2012;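 active = inhibition above the screen-wide average plus 3 SD, cut at about 13% in these data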;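 note: forskolin and galanin both at EC90 stimulate the cells; cAMP rise reported by CNG channel membrane potential dye signal; 0% = forskolin plus galanin with DMSO and 100% = forskolin alone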
PHOSPHO1 inh: PubChem AID 1565 | Phosphoethanolamine/phosphocholine phosphatase (Homo sapiens), Q8TCT1 | recombinant PHOSPHO1, absorbance phosphatase assay | inhibition, % at 13.3 µM | actives 1.1% (n = 290,000); in the data active = inhibition above about 60%
Target sequence (Q8TCT1 whole entry, looked up): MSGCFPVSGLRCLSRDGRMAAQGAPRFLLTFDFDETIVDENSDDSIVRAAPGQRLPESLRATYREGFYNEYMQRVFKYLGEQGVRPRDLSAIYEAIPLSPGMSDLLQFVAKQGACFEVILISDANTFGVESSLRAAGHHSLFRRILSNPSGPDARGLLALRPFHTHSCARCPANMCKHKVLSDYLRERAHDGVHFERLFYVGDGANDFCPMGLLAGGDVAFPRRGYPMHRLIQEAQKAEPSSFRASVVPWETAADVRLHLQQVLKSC
GPR7 antagonist: GPR7 receptor antagonists, primary screen, cell-based, fluorescence, single concentration; inhibition, % at 4.4 µM; GPR7-expressing cells, fluorescence antagonist assay; actives 1.1% (n = 290,000); AID 1861, 2009; Neuropeptides B/W receptor type 1 (Homo sapiens), P48145; in the data active = inhibition above about 16%, passing the limit was not always enough;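 note: cells stimulated with the agonist NPW; 0% = agonist with vehicle and 100% = vehicle without agonist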
Target sequence (P48145 whole entry, looked up): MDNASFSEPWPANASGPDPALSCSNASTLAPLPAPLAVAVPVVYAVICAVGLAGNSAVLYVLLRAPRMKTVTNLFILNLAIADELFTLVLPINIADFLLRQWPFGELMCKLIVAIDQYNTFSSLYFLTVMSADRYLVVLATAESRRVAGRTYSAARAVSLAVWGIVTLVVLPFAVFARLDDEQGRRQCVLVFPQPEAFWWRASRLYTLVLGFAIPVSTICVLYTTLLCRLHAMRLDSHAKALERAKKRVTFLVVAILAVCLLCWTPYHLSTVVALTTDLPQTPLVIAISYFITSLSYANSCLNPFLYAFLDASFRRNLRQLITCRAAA
V1R ag counter: agonists of human V1a receptor, primary screen, counter-screen for OXTR agonist project, fluorescence, CHO-V1R cells; Fluo-8 calcium fluorescence, agonist mode; 0% DMSO, 100% 3 nM vasopressin; activation, % at 3 µM; actives 0.25% (n = 320,000); AID 2797, 2010;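 active = activation above the mean activation of all tested compounds plus 3 SD, per screening run, cut at about 20% in these data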;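 note: signal is peak over basal fluorescence ratio across a 100 second FLIPR read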
Target sequence (P37288 whole entry, looked up): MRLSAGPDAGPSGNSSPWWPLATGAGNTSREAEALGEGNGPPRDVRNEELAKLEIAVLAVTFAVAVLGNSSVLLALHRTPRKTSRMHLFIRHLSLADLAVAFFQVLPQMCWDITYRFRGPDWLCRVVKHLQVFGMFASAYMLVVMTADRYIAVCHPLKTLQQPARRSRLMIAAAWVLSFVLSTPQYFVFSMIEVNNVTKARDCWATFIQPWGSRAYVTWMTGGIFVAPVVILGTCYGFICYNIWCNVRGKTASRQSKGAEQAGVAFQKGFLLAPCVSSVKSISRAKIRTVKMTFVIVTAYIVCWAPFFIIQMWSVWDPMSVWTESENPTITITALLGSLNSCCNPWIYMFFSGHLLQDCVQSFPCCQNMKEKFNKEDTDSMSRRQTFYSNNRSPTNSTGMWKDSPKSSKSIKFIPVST
OXTR agonist: human OXTR agonists, primary screen, fluorescence, CHO-OTR cells, Fluo-8 calcium; actives 0.32% (n = 320,000); Fluo-8 calcium fluorescence; normalized: DMSO 0%, oxytocin 100%; activation, % at 3 µM; Oxytocin receptor (Homo sapiens), P30559;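 active = activation above the mean of all tested compounds plus 3 SD, cutoff set per screening run, cut at about 20% in these data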;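 note: peak over basal fluorescence ratio from a 100 s FLIPR kinetic read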
MEKK2mut PB1 HTS: MEK5 binding signal on mutant MEKK2 PB1, primary screen, biochemical, multiplex bead flow cytometry, Alexa488-MEK5; percent response, % at 10 µM; actives 0.35% (n = 290,000); AID 1530, 2009; Alexa488-MEK5 binding to MEKK2 mutant; in the data active = percent response above about 24%, passing the limit was not always enough; note: inactives centre near 1; some results filed as inactive read as strong as hits; reference of the scale not given here
MEKK2wt PB1 HTS: modulators of MEK5 binding to wildtype MEKK2, primary screen, biochemical, multiplex bead flow cytometry, Alexa488-MEK5. Alexa488-MEK5 binding to MEKK2 WT; actives lie on both sides. Mitogen-activated protein kinase kinase kinase 2 (Homo sapiens), Q9Y2U5. binding response (% of control), % at 10 µM. actives 1.1% (n = 290,000); in the data active = binding response below about 67% or above about 130%
NALP1 inh: NALP1 inflammasome inhibitors in reconstituted yeast, colorimetric, S. cerevisiae, triplicate retest; S. cerevisiae NALP1/ASC/caspase-1 growth, X-gal OD620, 72 h; inhibition, % at 10 µM; actives 0.61% (n = 280,000); AID 2071, 2009; in the data active = inhibition mostly above about 24%, no sharp cut-off; inactive = mostly below about 32%; note: some compounds called inactive have numbers as strong as hits
MEKK3 PB1 HTS: modulators of MEKK3-MEK5 PB1 binding, primary screen, biochemical, wildtype MEKK3, multiplex bead flow cytometry, Alexa488-MEK5. bead-based flow cytometry, Alexa488-MEK5 binding to MEKK3; actives lie on both sides; 0 = blocked by unlabeled MEK5, 100 = vehicle. binding response (% of control), % at 10 µM. actives 1.4% (n = 290,000). AID 1529, 2009;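 active = binding response more than 3 SD above or below the average of its plate-row segment, actives on both sides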;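 note: Alexa488 bead fluorescence after subtracting the streptavidin-only scavenger bead signal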
Starred values were filed as active, the others as inactive; . = not tested or not shown.

SMILES | GalR3 antagonist | PHOSPHO1 inh | GPR7 antagonist | V1R ag counter | OXTR agonist | MEKK2mut PB1 HTS | MEKK2wt PB1 HTS | NALP1 inh | MEKK3 PB1 HTS
CCOC(=O)CC1C(=O)NCCN1C(=O)c1ccc(Cl)cc1 (configuration not stated) | -9 | 14 | -12 | -0.1 | 0.6 | 10 | 110 | 6 | 107
O=C1CCCN1CCCNC(=S)Nc1ccc(F)cc1 | -1 | 23 | 1 | 0.9 | 0.0 | -6 | 92 | 11 | 83
Oc1ccccc1/C=N/Nc1nc2ccccc2o1 | 1 | -129 | -11 | 1.0 | -0.3 | -6 | 88 | -18 | 86
CCC(/C=N/NC(=O)C1COc2ccccc2O1)CC (configuration not stated) | -14 | 11 | 6 | 0.3 | -1.8 | 11 | 101 | 21 | 99
CCNc1nc(Oc2ccc(=O)[nH]n2)nc(SC)n1 | -3 | -8 | -13 | 0.7 | -0.2 | 5 | 112 | 6 | 109
CCOC(=O)C1=C(C)NC(=O)NC1c1cc2c(cc1Br)OCO2 (configuration not stated) | 1 | 6 | 13 | 1.4 | 0.0 | 7 | 106 | -7 | 101
O=C(/C=C/Nc1ccc(F)cc1Br)c1ccccc1 | 11 | 14 | 3 | -0.3 | 0.3 | -2 | 103 | 42 | 98
COCC1CCN(C(=O)c2cc(COc3ccc(F)cc3F)on2)C1 (configuration not stated) | 1 | 29 | -6 | 3.2 | 0.8 | -1 | 97 | 11 | 95
CC(=O)C(C)Oc1ccc(Cc2ncc(C(F)(F)F)cc2Cl)cc1 (configuration not stated) | 1 | 12 | -5 | -1.7 | -2.4 | -28 | 72 | -5 | 75
C=CCN1C(=O)NC(c2ccc(OC)cc2)(C(F)(F)F)S/C1=C(\C#N)c1nnc(N2CCOCC2)n1-c1ccccc1 (configuration not stated) | 3 | -19 | 3 | 1.9 | 1.8 | -2 | 93 | 24 | 101
CC(Oc1ccc(Br)cc1Br)C(=O)Nc1cccnc1 (configuration not stated) | -5 | 36 | -6 | . | . | 3 | 107 | 9 | 103
COc1ccc(NCC(=O)n2c(C)c(C)c3ccccc32)cc1 | -1 | -21 | 4 | 1.2 | -0.3 | -2 | 97 | 6 | 91
C=CCN1C(=O)c2cccc3c(Br)ccc(c23)C1=O | -6 | -23 | -11 | -0.5 | -2.2 | -9 | 92 | 6 | 98
CCN(CC)CCN(Cc1cc2cc3c(cc2[nH]c1=O)OCO3)C(=S)NCCCN(C)C | -9 | -39 | -15 | 0.3 | -0.1 | 9 | 119 | 14 | 107
CC(NC(=O)Nc1ccccc1O)(C(F)(F)F)C(F)(F)F | 1 | 0 | -11 | 0.3 | -0.2 | 6 | 98 | 28 | 98
CC1CCN(C(=S)c2cn(Cc3cccc(F)c3)c3ccccc23)CC1 | -6 | 5 | 1 | -0.1 | -2.0 | -1 | 105 | 14 | 104
Cc1cc(N)c(-n2cc3c(=O)n(C)c(=O)n(C)c3c2)cc1C | -2 | 32 | -5 | -1.0 | -1.0 | 1 | 100 | 12 | 106
Nc1ccc(N2CCN(C(=O)c3cccs3)CC2)cc1 | 1 | 24 | 4 | -0.5 | 0.0 | -3 | 92 | -12 | 90
COCCNC(=O)CCn1nc(-c2ccc(Cl)cc2)ccc1=O | -2 | 40 | -16 | -1.6 | -0.8 | 1 | 101 | 11 | 102
C/C(=N\Nc1cc(Cl)nc(C)n1)c1ccccc1 | -4 | 36 | 1 | -2.0 | -1.3 | 0 | 102 | -5 | 101
CC1C/C(=N/NC(=O)c2cccs2)CC(C)(C)C1 (configuration not stated) | -5 | 2 | 2 | 0.2 | -0.5 | -8 | 91 | 3 | 87
CCSc1ccccc1C(=O)Nc1ccc2c(c1)OCO2 | -2 | 41 | -6 | -0.4 | -1.4 | 1 | 101 | 8 | 101
CCn1c(=S)sc2c(=O)n(-c3ccccc3)c(=S)[nH]c21 | -5 | -1 | -17 | 0.4 | 3.0 | 7 | 104 | 5 | 109
CCOc1ccc(NC(=O)C2CC=CCC2C(=O)O)cc1 (configuration not stated) | -6 | -11 | -1 | 0.5 | 1.0 | 4 | 106 | 9 | 102
CCOC(=O)c1sc(NC(=O)c2cc(S(=O)(=O)N3CCOCC3)ccc2C)nc1C | 3 | -22 | -5 | 0.7 | -0.7 | 7 | 104 | 20 | 105
Cc1ccccc1CSc1nnc(Cn2c(=O)sc3ccccc32)n1C | 1 | -12 | 4 | -0.9 | -1.3 | 0 | 94 | 9 | 93
COc1ccc(C)cc1NC(=O)c1ccc(NS(=O)(=O)c2c(C)noc2C)cc1 | -8 | -2 | 14 | 1.1 | 0.8 | 2 | 99 | 2 | 100
CC(C)(C)c1cc[n+](-c2[nH]c(=O)sc2/C=N/NC(=O)c2ccccc2[O-])cc1 | -7 | 26 | 4 | 2.9 | 0.9 | -7 | 96 | 1 | 103
Cc1ccc(Nc2cc(C)nc3c(C)cccc23)cc1 | -9 | 19 | -9 | 0.1 | -2.2 | 14 | 113 | 14 | 107
CCOC(=O)c1c(C)[nH]c(C)c1S(=O)(=O)N(C)CC(=O)N(C)Cc1ccccc1 | 1 | 26 | -6 | 0.8 | -0.9 | 3 | 97 | -16 | 96
CCn1c(SCC(N)=O)nc2c1c(=O)n(C)c(=O)n2C | -3 | 24 | 3 | -0.1 | -0.3 | 7 | 112 | -16 | 109
COc1ccc(C(=O)CSc2nc3[nH]ncc3c(=O)[nH]2)cc1 | -4 | -7 | -9 | 1.0 | -0.1 | -5 | 95 | 6 | 92
CC(=O)Nc1cccc(Nc2nc(-c3ccccc3F)nc3ccccc23)c1 | -5 | -28 | -2 | -0.5 | 0.6 | -2 | 97 | 8 | 102
CC(=O)NCC(=O)N(C)C(C(=O)Nc1ccc2c(c1)OCCO2)c1ccc(C)cc1 (configuration not stated) | -3 | 28 | -21 | 0.4 | 0.9 | 4 | 107 | 14 | 103
O=C(c1ccc(Cl)cc1)[C@@H]1[C@@H]2C(=O)N(c3cccc4ccccc34)C(=O)[C@@H]2C2c3ccccc3C=NN21 (some centres not stated) | -4 | -20 | 1 | 4.1 | 3.2 | 1 | 109 | 24 | 153*
O=C(CNC(=O)c1ccc2c(c1)OCCO2)N=Nc1c(O)[nH]c2ccccc12 | -8 | -31 | 7 | 1.7 | -1.4 | 1 | 100 | -9 | 97
O=C(c1ccccc1)c1cccn1CC(=O)N1CCc2ccccc2C1 | -4 | -18 | 2 | -1.6 | -2.0 | -1 | 101 | 4 | 98
CCOC(=O)CSc1nc2cc(S(=O)(=O)Nc3ccccc3OC)ccc2o1 | -11 | 40 | 2 | 9.0 | 12 | 4 | 104 | 13 | 102
CC(=O)c1ccc(N2CCN(C(C)C(=O)NC3CCCc4ccccc43)CC2)cc1 (configuration not stated) | -10 | -21 | 3 | 2.0 | -0.4 | 1 | 100 | 7 | 113
O=C(NC1CCCCCCC1)c1ccc(S(=O)(=O)N2CCCC2)cc1 | 0 | 8 | 9 | 1.6 | -0.3 | 10 | 100 | 4 | 98
CC(=O)c1c(C)[nH]c(C(=O)Nc2ccc(C)c(S(=O)(=O)N(C)C)c2)c1C | 6 | 48 | -2 | 1.0 | -0.2 | -2 | 98 | 1 | 93
COc1ccc(NC(=O)CC2CCCC2)cc1OC | -7 | 28 | 5 | 0.1 | 0.6 | -7 | 91 | 19 | 94
CCCOC(=O)CSC1=C(C#N)C(c2ccc3c(c2)OCO3)CC(=O)N1 (configuration not stated) | -4 | 13 | -9 | 3.5 | 0.7 | 2 | 104 | 10 | 102
C=CCC(C)(NCc1ccccc1)c1ccc(C)cc1 (configuration not stated) | -8 | -7 | -13 | -0.9 | -2.5 | -1 | 97 | -6 | 97
Cc1sc2nc(CN(CCc3ccccc3)C(=O)c3ccco3)[nH]c(=O)c2c1C | . | -16 | . | 0.8 | -0.5 | . | . | -3 | .
O=C(CSc1nnc(Cn2c(=O)sc3ccccc32)n1-c1ccccc1)N1CCCCCC1 | 2 | -10 | 1 | 0.0 | 0.9 | 2 | 100 | -1 | 99
CCCS(=O)(=O)c1c(S(=O)(=O)CCC)c2c(N)cccn2c1C(=O)OC | -4 | 41 | -11 | 0.8 | 0.3 | 0 | 103 | -1 | 99
Oc1ccc(-c2nc(=S)[nH][nH]2)cc1 | -2 | 15 | 2 | 1.6 | -0.2 | -3 | 101 | -4 | 107
CC(C)CN(Cc1c(O)ccc2c(=O)c(-c3ccccc3)coc12)CC(C)C | -11 | 36 | -1 | 0.6 | -1.0 | 2 | 100 | 6 | 102
O=c1c([N+](=O)[O-])c(N2CCCC2)c2ccccc2n1-c1ccccc1 | -3 | 8 | 0 | 1.1 | 0.2 | -9 | 96 | 6 | 98
COc1ccc(Cc2nnc(SCC(=O)NCc3ccco3)o2)cc1 | 5 | 33 | -8 | -0.8 | -0.6 | -1 | 106 | 31 | 99
O=C(NC1CCCC1)c1cc2cc(Br)ccc2o1 | -4 | 16 | -13 | 8.1 | -0.1 | -2 | 94 | 8 | 101
CCOc1ccc(C(=O)C[n+]2ccc(C(=O)NCCO)cc2)cc1 | -5 | 11 | -11 | 0.7 | 0.4 | 13 | 108 | 10 | 107
CCCCn1c(-c2cc(Cl)ccc2OC)n[nH]c1=S | -1 | 60* | -16 | 0.9 | -1.2 | -7 | 94 | . | 93
CCc1nc(N2CCN(C(C)=O)CC2)c2c3c(sc2n1)CCCC3 | -4 | 41 | -2 | . | . | 0 | 106 | 2 | 100
Cc1ccc(S(=O)(=O)NCC(=O)N(CC(=O)NCc2ccccc2)CC2CCCO2)cc1 (configuration not stated) | -3 | -11 | 4 | 0.2 | -1.6 | 9 | 110 | . | 103
O=c1c2sccc2n(Cc2ccc(F)cc2)c(=O)n1-c1ccc(F)cc1 | -4 | -1 | -4 | 1.2 | -1.7 | -3 | 97 | 26 | 97
CCOC(=O)c1c(C)oc2ccc(OCC(N)=O)cc12 | -2 | 25 | -5 | 0.1 | 0.4 | -5 | 90 | 42 | 90

Two entries from above, as a markdown table:
| mol | GalR3 antagonist | PHOSPHO1 inh | GPR7 antagonist | V1R ag counter | OXTR agonist | MEKK2mut PB1 HTS | MEKK2wt PB1 HTS | NALP1 inh | MEKK3 PB1 HTS |
| --- | --- | --- | --- | --- | --- | --- | --- | --- | --- |
| O=C(NC1CCCC1)c1cc2cc(Br)ccc2o1 | -4 | 16 | -13 | 8.1 | -0.1 | -2 | 94 | 8 | 101 |
| O=C(CSc1nnc(Cn2c(=O)sc3ccccc32)n1-c1ccccc1)N1CCCCCC1 | 2 | -10 | 1 | 0.0 | 0.9 | 2 | 100 | -1 | 99 |

Three of the entries above in order of their number in MEKK3 PB1 HTS, largest number first.
| smiles | GalR3 antagonist | PHOSPHO1 inh | GPR7 antagonist | MEKK2mut PB1 HTS | MEKK2wt PB1 HTS | NALP1 inh | MEKK3 PB1 HTS |
| --- | --- | --- | --- | --- | --- | --- | --- |
| Oc1ccc(-c2nc(=S)[nH][nH]2)cc1 | -2 | 15 | 2 | -3 | 101 | -4 | 107 |
| COc1ccc(Cc2nnc(SCC(=O)NCc3ccco3)o2)cc1 | 5 | 33 | -8 | -1 | 106 | 31 | 99 |
| COc1ccc(NC(=O)CC2CCCC2)cc1OC | -7 | 28 | 5 | -7 | 91 | 19 | 94 |
